From PubChem
Fam108B inh: mouse Fam108B serine hydrolase inhibitors, primary screen, counter-screen for RBBP9 inhibitor project, biochemical, fluorescence polarization. recombinant Fam108B, FP-Rh probe fluorescence polarization. inhibition, % at 9.51 µM. 0.33% of 300,000 active. AID 1947, 2009;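 active means inhibition above the screen mean inhibition plus 3 SD, computed separately per campaign, cut at about 18% in these data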;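 further: inhibitors lower polarization as less probe binds the enzyme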
Bcl-xL primary: inhibitors of human Bcl-xL, primary screen, biochemical, fluorescence polarization, HTS | Bcl-2-like protein 1 (Homo sapiens), Q07817 | GST-Bcl-xL / FITC-Bim BH3 peptide fluorescence polarization | inhibition, % at 10.9 µM | 0.7% of 320,000 active | AID 2129, 2009;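 active means inhibition above the mean of all tested compounds plus 3 SD, cutoff set per campaign, cut at about 30% in these data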;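 further: 0% = DMSO wells and 100% = unlabeled Bim-BH3 peptide competitor; inhibitors lower millipolarization by displacing the labeled peptide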
VLA-4 inh: inhibition in human VLA-4 binding assay, primary screen, VLA-4 allosteric modulator project, MLPCN library, flow cytometry, VLA-4 expressing cells; 0.2% of 330,000 active; Integrin alpha-4 (Homo sapiens), P13612; ligand binding flow cytometry; AID 2557, 2010; inhibition, % (about 7 µM as worked out from the volumes in the protocol); in the data active means inhibition above about 50%
Target sequence (P13612 whole entry, looked up): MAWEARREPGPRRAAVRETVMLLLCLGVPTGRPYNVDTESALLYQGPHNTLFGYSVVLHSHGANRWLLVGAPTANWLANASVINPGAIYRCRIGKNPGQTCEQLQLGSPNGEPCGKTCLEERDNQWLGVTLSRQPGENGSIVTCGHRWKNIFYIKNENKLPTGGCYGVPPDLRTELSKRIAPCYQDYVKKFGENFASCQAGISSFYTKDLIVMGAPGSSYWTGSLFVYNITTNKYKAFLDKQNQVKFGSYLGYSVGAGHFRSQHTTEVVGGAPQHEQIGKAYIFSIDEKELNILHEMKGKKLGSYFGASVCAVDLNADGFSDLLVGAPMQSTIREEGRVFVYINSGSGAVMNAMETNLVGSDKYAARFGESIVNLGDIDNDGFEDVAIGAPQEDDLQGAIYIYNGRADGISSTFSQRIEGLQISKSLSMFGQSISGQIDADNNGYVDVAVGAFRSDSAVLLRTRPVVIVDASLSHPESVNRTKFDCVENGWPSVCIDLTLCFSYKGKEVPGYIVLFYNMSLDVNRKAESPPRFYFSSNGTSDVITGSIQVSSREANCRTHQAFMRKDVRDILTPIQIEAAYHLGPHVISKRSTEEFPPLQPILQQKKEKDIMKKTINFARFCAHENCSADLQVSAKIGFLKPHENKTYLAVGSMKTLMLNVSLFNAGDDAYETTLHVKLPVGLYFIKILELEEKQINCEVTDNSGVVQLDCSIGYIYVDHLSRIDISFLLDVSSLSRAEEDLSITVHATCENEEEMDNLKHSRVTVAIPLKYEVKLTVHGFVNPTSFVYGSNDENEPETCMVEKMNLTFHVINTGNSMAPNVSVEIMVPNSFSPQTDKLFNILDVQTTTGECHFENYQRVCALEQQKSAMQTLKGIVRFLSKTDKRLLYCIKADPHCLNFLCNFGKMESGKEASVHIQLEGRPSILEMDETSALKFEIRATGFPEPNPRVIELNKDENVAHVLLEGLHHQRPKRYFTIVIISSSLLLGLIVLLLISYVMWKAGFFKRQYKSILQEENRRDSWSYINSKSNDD
Efflux pump mplx: inhibitors of Candida efflux pumps in yeast, primary screen, S. cerevisiae, Nile Red, multiplex; inhibition, % at 10 µM; 0.44% of 330,000 active; AID 485275, 2010; S. cerevisiae Candida pump triplex;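 active means plate passing quality check with inhibition over a set limit, or well fluorescence over plate mean plus 4 SD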;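 further: Nile Red retained in pooled yeast measured as flow cytometry median fluorescence; 0% = buffer negative control and 100% = Enniatin B positive control; higher means more Nile Red kept so more efflux inhibition; some compounds called inactive have numbers as strong as hits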
GLD-1 TGE inh: GLD-1/TGE RNA complex disruptors, primary screen, biochemical, fluorescence polarization; Female germline-specific tumor suppressor gld-1 (Caenorhabditis elegans), Q17339; purified GLD-1 + fluorescein TGE RNA; inhibition, % at 5.96 µM; 0.44% of 320,000 active; AID 2280, 2010;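 active means percent inhibition above a per-plate cutoff, the plate mean of test compounds plus 3 SD, cut at about 30% in these data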;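 further: 0% = DMSO wells with GLD-1 and probe and 100% = wells lacking GLD-1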
MCL1 BIM primary: inhibitors of MCL1 binding to BIM-BH3, primary screen, biochemical, fluorescence polarization; Induced myeloid leukemia cell differentiation protein Mcl-1 (Homo sapiens), Q07820; GST-MCL1 / FITC-Bim-BH3 fluorescence polarization; inhibition, % at 10.9 µM; 0.68% of 320,000 active;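 active means inhibition above the mean inhibition of all tested compounds plus 3 SD, set per campaign, cut at about 40% in these data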;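 further: 0% = DMSO wells and 100% = unlabeled Bim-BH3 peptide control; higher means more loss of mP so more displacement of Bim peptide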
PME-1 primary: PME-1 inhibitors via competitive probe labeling, primary screen, biochemical, fluorescence polarization, FP-Rh probe, HTS; Protein phosphatase methylesterase 1 (Homo sapiens), Q9Y570; recombinant PME-1; inhibition, % at 5.9 µM; 0.53% of 320,000 active; AID 2130, 2009;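 active means inhibition above the campaign mean of all compounds plus 3 SD, cut at about 26% in these data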;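 further: competitive labeling of PME-1 active site by serine hydrolase directed probe; 0% = PME-1 with DMSO and 100% = wells lacking PME-1 enzyme; inhibitors block probe labeling so polarization falls and inhibition rises; many of its hits are not listed in these tables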
MEX-5 binding: MEX-5 zinc finger RNA-binding disruptors – biochemical, C. elegans, fluorescence polarization, MLPCN library, primary screen. Zinc finger protein mex-5 (Caenorhabditis elegans), Q9XUB2. activity score (negative = inhibition of binding), % at 10 µM. 0.38% of 300,000 active. AID 1832, 2009. MEX-5/FITC-TCR2 RNA binding; active compounds read low;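 active means inhibition past about -25% in most replicates, and total fluorescence under double the plate's negative control median, limit read from the data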;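 further: 0% = DMSO and -100% = 5 µM competing unlabeled TCR2 RNA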
GRK2 aptamer HTS: compounds blocking aptamer binding on GRK2 – biochemical, human GRK2, bead flow cytometry, HTS, primary screen. Beta-adrenergic receptor kinase 1 (Homo sapiens), P25098. 0.59% of 330,000 active. FAM-aptamer displacement from GRK2. AID 488847, 2010. inhibition of aptamer binding, % at 10 µM;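 active means inhibition of aptamer binding above 40%, roughly 3 SD of noise, on plates passing a quality check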;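 further: median bead fluorescence of bound FAM aptamer so fluorescent compounds give negative values; no value below 0 was filed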
Active calls of the source: *; x = no result given. These rows are one share of the data, so the mix of outcomes need not match the whole.

SMILES | Fam108B inh | Bcl-xL primary | VLA-4 inh | Efflux pump mplx | GLD-1 TGE inh | MCL1 BIM primary | PME-1 primary | MEX-5 binding | GRK2 aptamer HTS
Fc1cccc(-c2cc3nc4c(c(N5CCC6(CC5)OCCO6)n3n2)CCCC4)c1 | -3 | -2 | -18 | 0.3 | 0 | -6 | 5 | 0.3 | 0
Cc1cc(Cl)c(S(=O)(=O)Nc2cc(S(=O)(=O)N3CCOCC3)ccc2F)cc1OCC(N)=O | -2 | 7 | 5 | 0.2 | 3 | 4 | -1 | 0.5 | 6
O=C(Nc1ccc(N2CCOCC2)nc1)c1c(F)cccc1F | 1 | 12 | 12 | 0.1 | 12 | 7 | -1 | -4.1 | 2
Cc1ccc(C(=O)N2CCCC2)c(F)c1F | -3 | 8 | -5 | -0.1 | 1 | -5 | 7 | -0.6 | 2
O=c1c2sccc2nc(SCc2cc(=O)n3cc(Br)ccc3n2)n1Cc1ccccn1 | -3 | 2 | 0 | 0.2 | 5 | 3 | 5 | 0.9 | 0
O=C1NC(Cc2c[nH]c3ccccc23)C(=O)N1c1ccc(F)cc1 (stereo not given) | 1 | -5 | 5 | 0.2 | 11 | 0 | 7 | -1.3 | 0
O=C(NNC(=S)NC(=O)c1ccco1)c1ccc(F)cc1 | 0 | 7 | -4 | 0.0 | 6 | 1 | -7 | 2.3 | x
COc1nc(C)nc2c1sc(=S)n2C | 6 | 8 | -1 | 0.0 | -2 | 4 | 2 | -2.3 | 0
O=C(NCCCn1ccnc1)c1cc2c(s1)CCCCC2 | -1 | 2 | 8 | -0.1 | 3 | 1 | -2 | x | 0
COc1cccc(Nc2ncnc3nc[nH]c23)c1 | 1 | 6 | 3 | -0.2 | 0 | 3 | -1 | -1.5 | 1
CSc1ccccc1NC(=O)Cn1nc([N+](=O)[O-])cc1C | 5 | 8 | -2 | -0.1 | 12 | 13 | -6 | -1.1 | 0
CCN1CC2([N+](=O)[O-])CC=C(OC)C([N+](=O)[O-])(C1)C2 (stereo not given) | 0 | -1 | 7 | 0.8 | 1 | -3 | -1 | -1.2 | 0
COC1=C/C(=C/c2c(N)n3nc(CC(=O)N4CCCCC4)sc3nc2=O)C=CC1=O | 3 | 4 | -3 | -0.3 | -16 | -4 | 1 | 3.2 | 11
COc1cccc(-c2nc(CCl)cs2)c1 | 6 | 7 | 13 | 0.0 | 0 | 6 | 2 | -0.1 | 1
Cc1cc2c3c(c1)C(C)(c1ccccc1)CC(C)(C)N3C(=O)C21C(C#N)=C(N)OC2=C1C(=O)CC(C)(C)C2 (stereo not given) | 0 | 3 | 15 | 0.2 | 2 | 0 | -2 | x | 0

Some of the entries above in a different format.
Values run as follows: Fam108B inh	Bcl-xL primary	VLA-4 inh	Efflux pump mplx	GLD-1 TGE inh	MCL1 BIM primary	PME-1 primary	MEX-5 binding	GRK2 aptamer HTS
> COc1nc(C)nc2c1sc(=S)n2C
    6	8	-1	0.0	-2	4	2	-2.3	0
> O=C(NCCCn1ccnc1)c1cc2c(s1)CCCCC2
    -1	2	8	-0.1	3	1	-2	x	0
> COc1cccc(Nc2ncnc3nc[nH]c23)c1
    1	6	3	-0.2	0	3	-1	-1.5	1
> CSc1ccccc1NC(=O)Cn1nc([N+](=O)[O-])cc1C
    5	8	-2	-0.1	12	13	-6	-1.1	0
> CCN1CC2([N+](=O)[O-])CC=C(OC)C([N+](=O)[O-])(C1)C2 (stereo not given)
    0	-1	7	0.8	1	-3	-1	-1.2	0
> COC1=C/C(=C/c2c(N)n3nc(CC(=O)N4CCCCC4)sc3nc2=O)C=CC1=O
    3	4	-3	-0.3	-16	-4	1	3.2	11
> COc1cccc(-c2nc(CCl)cs2)c1
    6	7	13	0.0	0	6	2	-0.1	1
> Cc1cc2c3c(c1)C(C)(c1ccccc1)CC(C)(C)N3C(=O)C21C(C#N)=C(N)OC2=C1C(=O)CC(C)(C)C2 (stereo not given)
    0	3	15	0.2	2	0	-2	x	0

New compounds follow:
SMILES | Fam108B inh | Bcl-xL primary | VLA-4 inh | Efflux pump mplx | GLD-1 TGE inh | MCL1 BIM primary | PME-1 primary | MEX-5 binding | GRK2 aptamer HTS
COC(=O)C1=C(C)NC(=O)/C1=C/c1ccc(CNS(=O)(=O)c2ccc(C)cc2)o1 | 2 | 18 | -1 | 0.2 | 14 | 22 | 3 | -5.4 | 0
O=C(NCc1ccccc1)c1ccc(-c2ccccc2F)o1 | -2 | 6 | -2 | 0.0 | -1 | 3 | -4 | -0.1 | 0
CCn1cc(/C=C(\NC(=O)c2ccc(OC)c(OC)c2)C(=O)NCCN2CCOCC2)c2ccccc21 | 4 | 3 | 5 | 0.3 | -22 | 2 | -5 | 3.4 | 0
CN(C)c1ccc(NC(=O)c2cnsn2)cc1 | -1 | -1 | -16 | -0.1 | 7 | -6 | -2 | -6.0 | 0
COc1cccc(C(=O)OCC(=O)Nc2ccccc2N2CCOCC2)c1 | 0 | 4 | -7 | 0.0 | -6 | 2 | 0 | -1.9 | 3
NC(=O)CC(NC(=O)Cc1ccc(Br)cc1)c1ccc(NCC2CC2)c([N+](=O)[O-])c1 (stereo not given) | -9 | -10 | 14 | 0.0 | 2 | -13 | -1 | -0.6 | 3
COc1ccc(NC(=O)c2[nH]c(C)c(C(C)=O)c2C)cc1Cl | -2 | 2 | -10 | 0.0 | 1 | 4 | -3 | -0.2 | 0
COCCN(CC(=O)NCc1ccccc1)C(=O)CCC(=O)Nc1ccccn1 | 2 | 3 | 22 | 0.0 | 5 | 1 | 4 | 0.0 | 0
CCOC(=O)[C@H]1[C@H]2COc3cc(OC)ccc3[C@@H]2N2C(=O)c3c(C)cc(C)cc3NC(=O)[C@@]12C | x | x | 0 | 0.6 | 4 | x | x | x | 0
Cc1ccc(C(=O)Cn2c(C(=O)/C=C/c3ccccc3)nc3ccccc32)cc1 | -11 | 7 | 15 | 0.0 | 5 | 1 | -8 | 1.4 | 0
CC(C)CC(=O)Nc1nnc(-c2ccco2)s1 | 6 | 5 | 14 | 0.0 | 0 | 7 | -4 | 3.9 | 0
COc1cccc(C(=O)NC2CC3CCCC(C2)N3Cc2ccc(C)cc2)c1 (stereo not given) | 3 | 6 | 0 | 0.0 | 6 | 3 | 5 | 0.2 | 0
Cc1cccc(N(C(=O)c2csnn2)C(C(=O)NC2CCCC2)c2ccncc2)c1 (stereo not given) | -6 | 0 | 13 | 0.1 | -4 | -6 | -1 | -0.4 | 0
Cc1cc(O)c(S(=O)(=O)c2ccccc2)c(C)c1NS(=O)(=O)c1ccccc1 | -1 | 0 | -4 | -0.1 | 2 | 3 | 9 | -1.3 | 9
COc1ccc(C(=O)NCC(=O)OCC(=O)NC23CC4CC(CC(C4)C2)C3)cc1 | x | x | 31 | 0.0 | 2 | x | x | x | 0
COC(=O)c1ccccc1NC(=O)c1nc2nc(C)cc(C)n2n1 | 1 | 4 | -4 | 0.0 | 8 | 9 | 2 | 1.4 | 0
CC(C)NC(=S)NC(c1ccccc1)(c1ccccc1)c1ccccc1 | 1 | -4 | 10 | 0.2 | 4 | 6 | 4 | -0.5 | 0
CCOC(=O)N1CCN(S(=O)(=O)c2ccc3c(c2)CCN3C(=O)C2CCC2)CC1 | 3 | 9 | 7 | 0.1 | 2 | 12 | 0 | -1.4 | 0
CC(Nc1n[nH]c(=S)[nH]c1=O)C(=O)OCc1ccccc1 (stereo not given) | 1 | 8 | 11 | 0.1 | 5 | 13 | -2 | -1.8 | 0
COc1ccc(-c2nnn(CC(=O)N(CCO)C(C(=O)NC3CCCC3)c3ccc(F)cc3)n2)cc1 (stereo not given) | -1 | 0 | -49 | 1.1 | -2 | -1 | 3 | -2.2 | 3
O=C(O)Cc1cccc2ccccc12 | x | 4 | 18 | 0.1 | -1 | -2 | 5 | x | 0
Cc1occc1C(=O)n1nnc2ccccc21 | -2 | 0 | 29 | -0.1 | -2 | -2 | 0 | -1.0 | 2
CC#CCN(Cc1ccco1)C(=O)c1ccc(OC2CCN(Cc3ccccn3)CC2)cc1 | 4 | -3 | 0 | -0.1 | 4 | -2 | 4 | 0.1 | 0
Cc1c(O[C@@H]2O[C@H](CO)[C@@H](O)[C@H](O)[C@H]2O)c(CO)c(O[C@@H]2O[C@H](CO)[C@@H](O)[C@H](O)[C@H]2O)c2c1O[C@@H](c1ccccc1)C[C@@H]2O | x | x | -25 | 0.0 | -5 | x | x | x | 1
CCc1c(C)nc2ncnn2c1N1CCCC(C(=O)NCc2cccs2)C1 (stereo not given) | 6 | 0 | -1 | 0.0 | 5 | 3 | -3 | -1.3 | 51*
CCn1nc(NC(=O)c2cccnc2)c2cc3cccc(C)c3nc21 | 0 | 3 | 3 | -0.1 | 1 | 4 | -5 | 0.1 | 0
COC(=O)C1=C(C)NC(=O)NC1c1ccsc1 (stereo not given) | -6 | 5 | -3 | -0.2 | 2 | 0 | -2 | 2.3 | 2
CC(C)Oc1ccc(/C(O)=C2/C(=O)C(=O)N(CCN3CCOCC3)C2c2ccccc2)cc1 (stereo not given) | -2 | 3 | 10 | -0.1 | -6 | -1 | 2 | 2.5 | 0
COCCN1CC(=O)N2C(c3cccc(C)c3)c3[nH]c4ccccc4c3C[C@H]2C1=O (stereo not given in full) | -1 | 2 | 41 | -0.3 | 4 | 6 | -2 | -0.3 | 2
O=S(=O)(c1ccc(-c2cnc(C3CC3)o2)cc1)N1CCN(c2ccccc2)CC1 | 1 | 6 | -1 | -0.1 | 0 | 0 | 1 | 0.9 | 5
COc1ccc(C2CC(=O)C=C(O)C2)cc1 (stereo not given) | 2 | -3 | -3 | -0.1 | 0 | -2 | 0 | 0.0 | 3
Cc1nc2ccccc2c(=O)n1Nc1cccc(Cl)c1 | 5 | 4 | 3 | 0.0 | 4 | -1 | 2 | -1.6 | 0
CCOC(=O)C1CCCN(C(=O)c2cccc(S(=O)(=O)N3CCOCC3)c2)C1 (stereo not given) | 0 | 2 | -5 | 0.7 | 8 | -3 | 0 | -0.1 | 5
